Pin1 inhibitor: inhibitors of human Pin1 | Q13526 | Pin1 FP peptide displacement, HiFluor488, 10 min | Potency, µM (series often up to 115 µM), without a hit: at the highest dose activity, negative = inhibition, hits mostly inhibitors | hit rate 0.009% among 390,000 | AID 504891; active = well fitted inhibition curve with a large enough effect in the polarisation, with a control signal flat, not every such curve was filed as active; inconclusive = small, poorly fitted or top-dose-only effect, or effect the other way, or a change in a side signal; inactive = no such curve, though single readings can be large or run the other way; the % refers to the polarisation; also: potency is read from the fitted curve at half-maximal effect; % is scaled to controls: 0 for no effect and ±100 for the full control effect
Tb PGK inh: blocks T. brucei phosphoglycerate kinase; Potency, µM (doses to about 57.5 µM), for inactives: top-dose activity change, negative = inhibition, hits mostly inhibitors; PGK/GAPDH coupled, Kinase-Glo luminescence, 60 min; hit rate 0.043% among 380,000; also: potency is read from the fitted curve at half-maximal effect; % is scaled to controls: 0 for no effect and ±100 for the full control effect; nearly all actives have a fitted effect of over 60% in size
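Recombinant glycosomal PGK reaction used 1,3-bisphosphoglycerate generated in-well by GAPDH (100nM final) in 100mM TEA pH 7.6, 5mM MgCl2, 0.01% Tween-20. After 60 minutes at room temperature, ATP was read by Kinase-Glo Plus luminescence end-point.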
TrxR1 inh: blocks rat thioredoxin reductase 1; AID 588453; Potency, µM (titrated, usually from 114 µM), for inactives: top-dose activity change, negative = inhibition, most hits filed as inhibitors; hit rate 1% among 390,000; recombinant rTrxR1, NADPH fluorescence consumption, selenite substrate; O89049; also: potency is read from the fitted curve at half-maximal effect; % is scaled to controls: 0 for no effect and ±100 for the full control effect; nearly all actives have a fitted effect of over 65% in size
Target sequence (O89049 whole entry, looked up): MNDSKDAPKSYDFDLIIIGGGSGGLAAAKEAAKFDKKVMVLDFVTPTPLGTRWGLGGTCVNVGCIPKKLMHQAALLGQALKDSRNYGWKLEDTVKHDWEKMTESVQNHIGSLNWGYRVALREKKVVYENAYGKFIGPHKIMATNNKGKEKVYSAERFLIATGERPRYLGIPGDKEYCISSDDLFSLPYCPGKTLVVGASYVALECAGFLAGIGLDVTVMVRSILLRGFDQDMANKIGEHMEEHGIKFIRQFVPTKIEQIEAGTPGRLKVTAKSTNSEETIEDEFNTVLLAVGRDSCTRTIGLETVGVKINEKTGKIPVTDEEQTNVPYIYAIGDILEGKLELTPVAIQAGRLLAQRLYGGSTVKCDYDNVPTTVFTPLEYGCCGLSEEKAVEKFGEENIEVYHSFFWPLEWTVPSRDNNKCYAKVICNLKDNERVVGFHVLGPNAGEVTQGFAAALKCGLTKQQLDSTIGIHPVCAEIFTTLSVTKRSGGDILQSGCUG
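Rat TrxR1 (90 nM in the dispensed reagent) was pre-reduced with 400 uM NADPH for 5 min at room temperature, then incubated with compound for 15 min. After 400 uM selenite was added, NADPH fluorescence (Ex 340/Em 450 nm) was followed for 8 min.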
TrxR1 substrate: is turned over as a substrate by rat TrxR1 | O89049 | purified TrxR1 substrate turnover, NADPH consumption readout | Potency, µM (titrated, usually from 114 µM), inactives show at the highest dose activity change, negative = substrate turnover | hit rate 0.01% among 390,000; also: potency is read from the fitted curve at half-maximal effect; % is scaled to controls: 0 for no effect and ±100 for the full control effect; nearly all actives have a fitted effect of over 50% in size
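Rat TrxR1, dispensed at 90 nM, was prereduced with 400 uM NADPH (final) for 5 min at ~22 deg C, then incubated with compound 15 min before 400 uM selenite. A first-read NADPH fluorescence drop versus no-compound background flagged substrates.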
mIDH1 inhibitor: inhibitors of human mutant IDH1 R132H. hit rate 0.093% among 390,000. Potency, µM (titrated, usually from 76.6 µM), for the others: at the highest dose activity change, negative = inhibition, usual class: inhibitors. IDH1-R132H enzyme, NADPH consumption, diaphorase/resazurin fluorescence; also: potency is read from the fitted curve at half-maximal effect; % is scaled to controls: 0 for no effect and ±100 for the full control effect; nearly all actives have a fitted effect of over 65% in size
Target sequence (O75874 whole entry R132H, stated change not applied): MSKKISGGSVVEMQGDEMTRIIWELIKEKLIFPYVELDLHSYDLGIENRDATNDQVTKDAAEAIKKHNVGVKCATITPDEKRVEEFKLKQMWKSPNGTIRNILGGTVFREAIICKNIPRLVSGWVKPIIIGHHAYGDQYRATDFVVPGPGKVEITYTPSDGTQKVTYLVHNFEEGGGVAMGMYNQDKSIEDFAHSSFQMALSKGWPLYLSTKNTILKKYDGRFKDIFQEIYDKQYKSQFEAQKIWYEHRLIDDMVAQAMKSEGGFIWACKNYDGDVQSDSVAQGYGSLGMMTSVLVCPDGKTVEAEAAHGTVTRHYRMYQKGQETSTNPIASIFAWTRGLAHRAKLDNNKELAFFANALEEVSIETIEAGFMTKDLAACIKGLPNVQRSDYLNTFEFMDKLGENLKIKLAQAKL
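IDH1-R132H (0.5 ug/mL dispensed) in pH 7.5 Tris buffer was preincubated 30 min with compound, then given a substrate mix of 0.016 mM NADPH and 2 mM alpha-KG for 80 min at room temperature; remaining NADPH was read by diaphorase/resazurin fluorescence.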
GLS inh: blocks human kidney-isoform glutaminase activity; GLS enzymatic activity, qHTS titration; Potency, µM (highest dose often 45.5 µM), inactives show at the top dose activity change, negative = inhibition, most hits filed as inhibitors; hit rate 0.21% among 410,000; also: potency is read from the fitted curve at half-maximal effect; % is scaled to controls: 0 for no effect and ±100 for the full control effect
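hKGA in 45 mM KH2PO4 (pH 8.2), 0.02% Tween-20 with compound, then 1mM L-Glutamine (stock as added) plus glutamate oxidase/HRP/Amplex red coupling mix. Fluorescence read initially and after 30 min at RT; signal change reflects glutamate formation.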
HP1b binding inh: HP1-beta chromodomain-methylated histone interaction inhibition; P83916; hit rate 0.56% among 390,000; Potency, µM (top dose mostly 114 µM), for inactives: at the highest dose activity change, negative = inhibition, hits mostly inhibitors; AlphaScreen HP1-beta / biotin-H3K9me3 peptide binding; also: potency is read from the fitted curve at half-maximal effect; nearly all actives have a fitted effect of over 70% in size; inactives centre near 23
Target sequence (P83916 whole entry, looked up): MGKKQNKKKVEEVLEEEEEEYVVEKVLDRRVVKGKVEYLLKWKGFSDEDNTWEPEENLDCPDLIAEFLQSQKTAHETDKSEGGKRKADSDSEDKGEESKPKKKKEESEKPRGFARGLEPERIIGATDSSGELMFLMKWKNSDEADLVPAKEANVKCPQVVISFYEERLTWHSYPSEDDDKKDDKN
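AlphaScreen: HP1-beta (50 nM) preformed 30 min with biotin-H3(1-18)K9me3 peptide (50 nM) in PBS pH 7.4, 0.01% Tween-20. Compound added for 30 min at RT, then streptavidin donor/nickel chelate acceptor beads (10 ug/mL) for 30 min.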
PI4K2A block: PI4K2A (human) kinase inhibition | purified PI4K2A, ADP-Glo luminescence, 1 h; active compounds read low | activity change, negative = inhibition, % at 76.9 µM | AID 1346378 | Q9BTU6 | hit rate 0.13% among 420,000; in the data active = activity change below about -50%; inconclusive = mostly about -30% to -49%;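 also: -100% = wells without enzyme as full effect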
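ADP-Glo luminescence measured ADP generated by PI4K2A enzyme (4 ug/mL before mixing) with 1.2 mM PI substrate (pre-mix) and 300 microM ATP (pre-mix). Tris pH7.5 buffer with MgCl2, Triton X-100; 1 h reaction at ambient temperature.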
USP1-UAF1 inh: USP1/UAF1 (human) deubiquitinase inhibition. O94782. Potency, µM (top dose mostly 57.1 µM), inactives show top-dose activity change, negative = inhibition, hits mostly inhibitors. AID 743255. hit rate 0.23% among 390,000. recombinant USP1/UAF1, Ub-Rhodamine cleavage fluorescence; also: potency is read from the fitted curve at half-maximal effect; % is scaled to controls: 0 for no effect and ±100 for the full control effect; nearly all actives have a fitted effect of over 60% in size; inactives centre near -12
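USP1/UAF1 complex (1 nM) preincubated 15 min at room temperature with compound, then Ub-Rho substrate (150 nM final) added. Kinetic fluorescence at 480/540 nm over 6 reads at 60 s intervals; 50 mM HEPES pH 7.8, 0.5 mM EDTA, 0.1 mg/ml BSA, 1 mM TCEP, 0.01% Tween-20.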
Numbers without * were called inactive; i = inactive; ? = inconclusive; nt = not tested or not shown; & = joins results of further samples; [ ] = another dose, or the depositor's remark. Unless noted, calls follow the shape of the dose curve; as a rule, active = well fitted curve in the direction sought with a large enough effect; inconclusive = small, poorly fitted or top-dose-only effect, or another doubt; inactive = no such curve, though single readings can be large; an effect the other way counts as inactive or inconclusive. Only part of the results is shown; the hit share may differ from the screen's.

cpd | Pin1 inhibitor | Tb PGK inh | TrxR1 inh | TrxR1 substrate | mIDH1 inhibitor | GLS inh | HP1b binding inh | PI4K2A block | USP1-UAF1 inh | SMILES
1 | -2% | -6% | -23% | 6% | 14% | 0% | 34% | -2 | -12% | CCOc1ccc2nc(SC3CC(=O)N(c4ccc(OC)cc4OC)C3=O)sc2c1 (configuration not stated)
2 | 20% | -4% | -5% | 33% | -1% | -12% | 32% | -5 | 3% | CN(C)S(=O)(=O)c1cccc(NC(=O)c2cc3c(=O)n4ccccc4nc3s2)c1
3 | 0% | 10% | -25% | 1% | 12% | 9% | 5% | 1 | -25% | Cc1cccc(NC(=O)c2ccc([N+](=O)[O-])o2)c1
4 | 16% | -7% | 27% | 5% | -4% | -3% | 20% | -4 | -22% | CC1CCc2c(sc(NC(=O)CSc3ncnc4c3cnn4-c3ccccc3Cl)c2C#N)C1 (configuration not stated)
5 | 40%[activator] | i | 13% | 3% | 8% | 2% | 29% | 1 | -20% | COC(=O)c1cc(NC(=O)Cc2coc3cc(OC)ccc23)cc(C(=O)OC)c1
6 | 4% | -12% | 22%[57.1 µM] | 4%[57.1 µM] | -14% | 6% | -1% | -4 | -22% | CCOC(=O)c1scc(-c2ccccc2)c1S(=O)(=O)N1CCN(c2ccccc2OC)CC1
7 | -17% | -14% | 26%[57.1 µM] | 13%[57.1 µM] | 3% | ? | 62%[activator] | -2 | -21% | CCn1c(C)nc([N+](=O)[O-])c1C(=O)O
8 | -6% | i | 31%[activator] | 8% | 7% | -10% | 0% | -3 | -21% | CC(C)(C)CC(=O)N[C@@H](Cc1ccccc1)c1nc2ccccc2[nH]1
9 | -1% | -1% | 9% | 1% | 1% | 7% | 30% | 9 | -6% | Cc1cc2ncn(CCOc3ccccc3C#N)c2cc1C
10 | 4% | nt | 5%[57.1 µM] | -3% | 6% | 4% | 12% | 1 | 2% | COc1ccc(S(=O)(=O)NC2CCCCC2)cc1C
11 | 1% | 0% | 15%[57.1 µM] | -1%[57.1 µM] | 2% | -13% | 19% | -6 | -3% | CCCSCCCNC(=O)C1CCN(c2nc3ccccc3nc2C(F)(F)F)CC1
12 | -3% | -10% | 13%[11.4 µM] | 4% | 3% | 16% | -19% | -4 | -27% | COc1ccc(NCc2ccsc2)cc1
13 | 7% | i | -3% | -2% | 6% | 5% | 21% | -6 | -19% | CCC(=O)N(C)CCc1cc2c(c(OC)c1/C=N/NS(=O)(=O)c1ccc(C)cc1)OCO2
14 | 3% | -11% | 23% | -2% | 4% | -12% | ? | -4 | -25% | Cc1cc(Nc2cccc(Cl)c2)nc2ccc(NC(=O)c3cccnc3)cc12
15 | 6% | 8%[11.5 µM] | 9% | -7% | -3% | 1% | 9% | 1 | -23% | CCOC(=O)C1=C(c2ccccc2)NC(SCC(=O)NC2CCCCC2)=C(C#N)C1c1ccco1 (configuration not stated)
16 | -3% | 7% | 0%[57.1 µM] | 14%[57.1 µM] | -4% | 5% | 37% | 7 | 1% | COc1ccc(Nc2nnc(SCC(=O)Nc3cc(C)on3)s2)cc1
17 | -3% | -3% | -6% | 7% | 1% | 7% | 69%[activator] | 3 | -20% | COc1ccc(N(C=O)C(=S)SC)cc1
18 | -1% | -6% | 5%[57.1 µM] | 64%[activator][57.1 µM] | 3% | 1% | -6% | -12 | 3% | CCOc1ccc(-n2nc3ccc(NC(=O)CC)cc3n2)cc1
19 | -15% | -10% | -17% | -9% | 5% | 26% | 14% | -8 | -1% | CCOc1ccc2nc(/N=C/c3c(C)[nH]n(-c4ccc(C)cc4)c3=O)sc2c1
20 | 26% | -7% | 6%[57.1 µM] | 3%[57.1 µM] | 6% | 1% | 44%[activator] | -1 | -8% | Cc1ccc(NC(=O)CC2S/C(=N/N=C3/NC(=O)CS3)NC2=O)cc1 (configuration not stated)
21 | -2% | nt | 19% | -1% | -5% | -1% | 25% | 4 | -6% | Cc1ccccc1C(=O)OC(C)CN1CCOCC1 (configuration not stated)
22 | -8% | -2% | 24%[57.1 µM] | 13%[57.1 µM] | 9% | 6% | 33% | 0 | -3% | CC(C)(C)OC(=O)N1CCC(C(=O)O)CC1
23 | 2% | -1% | 10% | -5% | -13% | 10% | 26% | -7 | -9% | CS(=O)(=O)N(CC(=O)Nc1ccc(S(=O)(=O)N2CCCC2)cc1)c1cccc(F)c1
24 | 8% | 0% | -18%[57.1 µM] | -14%[57.1 µM] | -2% | 0% | 35% | -2 | -3% | Cc1ccn2c(=O)c(NC(=O)c3cccs3)c(C)nc2c1
25 | 0% | i | 15%[57.1 µM] | 5%[57.1 µM] | 20% | 2% | 26% | -1 | 0% | CCCCCC1CCC(C(=O)N2CCOCC2)CC1 (configuration not stated)
26 | -6% | -3% | 26%[57.1 µM] | 0%[57.1 µM] | 5% | -6% | 73%[activator] | 9 | -7% | CCOc1ccccc1NS(=O)(=O)c1ccc(-n2cccn2)cc1
27 | 6% | -11% | -21% | -14% | -5% | 21% | -9% | -4 | -14% | CCOc1ccc(/C=C2\SC(=S)N(NS(=O)(=O)c3ccccc3)C2=O)cc1OC
28 | -4% | 10% | -1% | 0% | 3% | ? | 32% | 3 | -4% | Cc1cc(C)n(C(C)CNC(=O)c2ccc3c(c2)OCO3)n1 (configuration not stated)
29 | 0% | -4% | -10% | -3% | 1% | -2% | 18% | 7 | -14% | O=C(NCCOc1ccc(F)cc1)C1CCN(S(=O)(=O)c2ccccc2)CC1
30 | 14% | -12% | 21% | 3% | -3% | 16% | 3% | 4 | -17% | COC(=O)c1sc(N)c(C(=O)OC)c1COC(=O)c1c(C)noc1C
31 | 3% | -7% | 12% | 2% | 10% | 19% | 16% | -14 | -24% | Cc1cc(C)cc(NC(=O)Nc2ccc(N3CCCCC3)cc2)c1
32 | -4% | -8% | 15% | 3% | 10% | -3% | 37% | 2 | -16% | COc1ccc([N+](=O)[O-])cc1C(=O)NC1CCN(Cc2ccccc2)CC1
33 | -8%&4% | 1% | 18%&8% | -4%&2% | -13% | -15%&1% | 33%&25% | -2&-2 | -13%&-11% | Cc1nc2ccc(S(=O)(=O)NCC(=O)NCc3ccc(Cl)cc3)cc2s1
34 | -1% | -1% | 15% | 4% | 2% | -1% | 26% | -5 | -9% | CCOc1ccc(S(=O)(=O)NC2CCCC2)cc1
35 | 6% | 2% | 15%[57.1 µM] | 7%[57.1 µM] | -2% | -17% | 36%[activator] | 0 | 8% | Oc1ccc(-c2csc(Nc3ncccn3)n2)cc1
36 | -10% | -5% | 5% | -6% | -1% | -5% | -54% | 2 | -5% | O=C(Nc1cc(Cl)cc(Cl)c1)C(NCCO)c1ccccc1 (configuration not stated)
37 | -2% | 4% | 16% | 19% | 0% | 5% | 34% | -3 | -6% | Cc1ccc(-n2c3c(cc(C(=O)NC4CCSC4=O)c2=O)C(=O)CC(C)(C)C3)cc1 (configuration not stated)
38 | -4% | 5% | -3% | -1% | -10% | 7% | 8% | -10 | ? | COc1ccc(CCN2CC(C(=O)NCC(c3ccccc3)N(C)C)CC2=O)cc1OC (configuration not stated)
39 | 3% | -6% | 24%[57.1 µM] | 7%[57.1 µM] | 5% | -5% | 45%[activator] | -10 | -2% | COc1ccc(/C=C/C(=O)NCC(=O)N/N=C/c2cccnc2)cc1
40 | 3% | -8% | 9%&8% | -10%&-3% | -1% | -3% | 68%[activator] | 0 | -20% | O=S1(=O)CCOC[C@H](CC2CCCCC2)N1Cc1ccccc1F
41 | 8% | -7% | -1%[57.1 µM] | -5%[57.1 µM] | -1% | -4% | 43% | 1 | ? | Cc1ccc(S(=O)(=O)N2CCC3(CC2)OCCN3S(=O)(=O)c2cccs2)cc1
42 | 5% | -8% | -7%[57.1 µM] | -9%[57.1 µM] | 15% | -7% | 20%[57 µM] | -2 | -9% | Cc1ccccc1C(=O)Nc1nnc(SCc2cc(=O)c3c(C)ccc(C)c3[nH]2)s1
43 | 0% | 0% | -9% | 73%[activator] | -10% | 1% | 38% | -1 | -29% | CCOc1c2ccc(C(=O)NCCc3ccc(C)cc3)cc2nn1CC
44 | -1% | -7% | -7% | -3% | 6% | -8% | 67%[activator] | -6 | 3% | COC(=O)c1ccc(C)c(NC(=O)CCSc2ccccc2)c1
45 | -2% | -3% | 4%[57.1 µM] | 12%[57.1 µM] | 3% | 6% | 40%[activator] | -1 | -18% | CC(=O)c1cc2c(cc1NC(=O)C1CC=CCC1C(=O)O)OCO2 (configuration not stated)
46 | 9% | -1% | 12% | 0% | 0% | -7% | 26% | 2 | ? | CC1CCN(c2nc3c(c(=O)n(C)c(=O)n3C)n2CCSc2nc3ccccc3s2)CC1
47 | 43%[activator] | 8% | 18% | 4% | -3% | -4% | 39%[activator] | -5 | -25% | CCc1ccc(NC(=O)CSc2nc(C)c(C(=O)Nc3ccc(Cl)cc3)c(-c3ccc(OC)cc3)c2C#N)cc1
48 | -11% | 3% | 3%[57.1 µM] | 9%[57.1 µM] | 1% | -3% | 28% | 0 | 2% | Cc1ccc(C)c(C(=O)CN2Cc3ccccc3C2=O)c1
49 | -8% | -3% | 4% | 5% | 2% | -3% | 62%[activator] | 3 | -24% | CCCC(=O)c1ccc(N2CCC(C)CC2)c(F)c1
